Screening results (PubChem)
HTT ATP protect = qHTS Multiplex Assay to Identify Dual Action Probes in a Cell Model of Huntington: Cytoprotection (ATP). actives 0.14% (n = 230,000). AID 1471, 2008. PC12 HTT-Q103 induced, cytoprotection, ATP luminescence, 40 h. Potency, µM (doses to about 56.4 µM), inactives show cytoprotection (ATP increase), usual class: activators;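 further: potency means the concentration at half of the fitted maximal effect; % of control where 0% means no effect; nearly all actives have a fitted effect of over 45% in size; toxic huntingtin expression switched on by the ecdysone agonist tebufenozide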
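PC12 cells with ecdysone-inducible HTT exon 1 Q103-GFP, induced with 100 nM tebufenozide and co-treated with library compounds in a dose series (1536-well, 1500 cells/well). Cytoprotection read as ATP content by ATPlite luminescence.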
GAA glycogen = qHTS Assay for Inhibitors and Activators of Human alpha-Glucosidase Cleavage of Glycogen; recombinant GAA, glycogen substrate, Amplex Red glucose oxidase fluorescence; Potency, µM (top dose mostly 76.4 µM), for the others: at the highest dose activity change, negative = inhibition, actives largely listed as inhibitors; actives 0.38% (n = 300,000);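 further: potency means the concentration at half of the fitted maximal effect; 0% = full enzyme reaction and -100% = no-enzyme basal signal; the screen sought inhibitors and activators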
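Recombinant human enzyme (4 nM); glycogen substrate; 37 C, 40 min, pH 5.0. Readout: coupled glucose oxidase/Amplex Red fluorescence.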
GAA inhib = qHTS Assay for Inhibitors of Human alpha-Glucosidase as a Potential Chaperone Treatment of Pompe Disease; Lysosomal alpha-glucosidase (Homo sapiens), P10253; purified human GAA, 4-MU-alpha-glucoside fluorescence; Potency, µM (doses to about 76.9 µM), without a hit: at the top dose activity change, negative = inhibition, actives largely listed as inhibitors; actives 0.005% (n = 200,000);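 further: potency means the concentration at half of the fitted maximal effect; plate controls were uninhibited enzyme wells for no effect and no-enzyme background for full effect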
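Compounds are titrated up to 77 uM against 4 nM human enzyme. Substrate 4-methylumbelliferyl-alpha-D-pyranoside (400 uM) reacts 20 min at room temperature in pH 5.0 buffer; liberated 4-methylumbelliferone is read at 440 nm.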
Lamin A splicing = qHTS Assay for Modulators of Lamin A Splicing | HeLa LMNA splicing GFP/RFP minigene ratio, 48 h | Potency, µM (series often up to 46.1 µM), for inactives: top-dose ratio change, negative = inhibition, actives largely listed as inhibitors | actives 0.01% (n = 200,000) | AID 1487, 2009; active means well fitted inhibition curve with a large enough effect in the signal ratio, with a control signal flat, not every such curve was filed as active; inconclusive means small, poorly fitted or top-dose-only effect, or effect the other way, or a change in a side signal; the % refers to the signal ratio; further: potency means the concentration at half of the fitted maximal effect; on the % scale 0 is the no-effect control and ±100 the full control effect
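Read-out is the ratio of GFP to DsRed2 object intensity, acquired by 488 nm laser-scanning cytometry on HeLa lamin A-EGFP minigene reporter cells. Compound incubation 48 hrs at 37 °C in Opti-MEM with 2% FBS; DMSO 0.5% final.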
HttQ103 aggreg = qHTS Multiplex Assay to Identify Dual Action Probes in a Cell Model of Huntington: Aggregate Formation (GFP). actives 1.1% (n = 220,000). Potency, µM (series often up to 46.1 µM), inactives show at the top dose activity change, negative = inhibition, most hits filed as inhibitors. PC12 HttQ103-GFP aggregates, Acumen cytometry, 40 h; further: potency means the concentration at half of the fitted maximal effect; on the % scale 0 is the no-effect control and ±100 the full control effect; nearly all actives have a fitted effect of over 60% in size
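PC12/HTTQ103-GFP, ecdysone-inducible; teb 100 nM; cpd qHTS titration; GFP aggregates read on laser cytometer, Ex 488/Em 500-530 nm.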
GAA spleen mod = qHTS Assay for Inhibitors and Activators of Human alpha-Glucosidase From Spleen Homogenate | Lysosomal alpha-glucosidase (Homo sapiens), P10253 | human spleen homogenate, 4-MU-alpha-glucoside fluorescence | Potency, µM (top dose mostly 79.9 µM), for the others: at the top dose activity change, negative = inhibition, most hits filed as inhibitors | actives 0.006% (n = 240,000) | AID 2112, 2009;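 further: potency means the concentration at half of the fitted maximal effect; 0% = enzyme with vehicle and -100% = no enzyme basal signal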
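Human spleen homogenate (1 ug) with 4-methylumbelliferyl-alpha-D-glucopyranoside (1 mM final) in 50 mM citrate/phosphate pH 5.0, 0.01% Tween-20; 40 min at 37 C. Stopped at pH 10; 4-MU fluorescence Ex 365/Em 440 nm; AC50 by Hill fit.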
CBFb RUNX1 block = qHTS Assay for Compounds Blocking the Interaction Between CBF-beta and RUNX1 for the Treatment of Acute Myeloid Leukemia; Runt-related transcription factor 1 (Homo sapiens) + Core-binding factor subunit beta …; AlphaScreen CBFb-His/RUNX1-biotin binding, biochemical; Potency, µM (highest dose often 59.8 µM), without a hit: at the highest dose activity, negative = inhibition, hits mostly inhibitors; 230,000 tested, under 10 active; further: % of control where 0% means no effect
Target sequence (Q01196 whole entry, looked up): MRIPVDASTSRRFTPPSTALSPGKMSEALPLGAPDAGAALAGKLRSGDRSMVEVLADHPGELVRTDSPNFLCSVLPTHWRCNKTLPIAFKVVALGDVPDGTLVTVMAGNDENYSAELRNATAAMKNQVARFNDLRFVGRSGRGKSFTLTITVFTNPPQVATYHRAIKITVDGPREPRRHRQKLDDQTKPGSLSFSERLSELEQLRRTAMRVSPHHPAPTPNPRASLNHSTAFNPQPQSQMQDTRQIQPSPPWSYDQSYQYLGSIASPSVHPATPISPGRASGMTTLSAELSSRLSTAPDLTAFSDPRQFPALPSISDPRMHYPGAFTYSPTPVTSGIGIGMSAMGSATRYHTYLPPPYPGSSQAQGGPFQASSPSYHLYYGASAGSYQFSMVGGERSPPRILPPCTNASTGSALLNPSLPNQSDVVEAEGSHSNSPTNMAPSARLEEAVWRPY
Target sequence (Q13951 whole entry, looked up): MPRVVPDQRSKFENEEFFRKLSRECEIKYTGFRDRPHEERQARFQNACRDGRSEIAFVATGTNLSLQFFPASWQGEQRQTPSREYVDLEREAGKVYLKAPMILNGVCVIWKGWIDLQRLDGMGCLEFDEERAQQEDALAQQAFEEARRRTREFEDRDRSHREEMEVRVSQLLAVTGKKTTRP
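Inhibition was taken as any reduction in AlphaScreen signal from the CBF-beta–RUNX1 pair (His and biotin tags, 30 nM each), measured after compound (15 min) and bead (90 min) incubations at room temperature.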
* marks the source's active call; other numbers are inactive results; ? = inconclusive; . = no result given; & = joins results of further samples; [ ] = another dose, or the depositor's remark. Unless noted, the call rests on the fitted dose curve; in most records, active means well fitted curve in the direction sought with a large enough effect; inconclusive means small, poorly fitted or top-dose-only effect, or another doubt; inactive means no such curve, though single readings can be large; an effect the other way counts as inactive or inconclusive. Random draw from the library; about 1.5% have a hit in one of these screens.

SMILES | GAA spleen mod | GAA glycogen | HttQ103 aggreg | GAA inhib | Lamin A splicing | CBFb RUNX1 block | HTT ATP protect
C/C=C/c1ccc(OCCCCN2C(=O)NC(C)(C)C2=O)c(OC)c1 | -4.6% | -0.6% | 15.5% | -5.3% | -7.3% | 0.6% | 0.7%
C=C(C)CN1C(=O)c2ccccc2C1=O | 0.0% | 8.8% | 21.9% | -4.7% | -2.7% | 5.0% | 0.3%
CNC(=O)C1(C)C=CCN1C(=O)OC (stereo not drawn) | -5.8% | . | . | . | . | -25.3% | -5.6%
NC(=O)CSc1nc2sc3c(c2c2ncnn12)CCCC3 | 4.4% | -5.6% | ? | -7.1% | -9.8% | -3.8% | -6.8%[0.074 µM]
CS(=O)(=O)NN1C(=O)c2ccccc2NC12CCCC2 | 3.3% | 4.7% | 8.4% | 11.4% | ? | 10.3% | -44.1%[inhibitor]
Cc1ccc(S(=O)(=O)N2CCN(Cc3nc4ccccc4n3C)CC2)cc1 | -16.6% | -5.6% | -5.3% | ? | ? | 7.6% | -2.4%
Cc1cc(C)c(C)c(OCC(=O)NCC2CCCO2)c1 (stereo not drawn) | 1.8% | 5.4% | -1.5% | 0.0% | -6.2% | 11.2% | -4.0%[0.074 µM]
COC(=O)CN(c1cccc(F)c1)S(C)(=O)=O | -2.4% | 4.3% | 6.4% | -9.6% | 0.4% | 1.1% | 0.7%

One compound at a time, as listed above:
CS(=O)(=O)NN1C(=O)c2ccccc2NC12CCCC2 as listed: GAA spleen mod = 3.3%; GAA glycogen = 4.7%; HttQ103 aggreg = 8.4%; GAA inhib = 11.4%; Lamin A splicing = ?; CBFb RUNX1 block = 10.3%; HTT ATP protect = -44.1%[inhibitor]
Cc1ccc(S(=O)(=O)N2CCN(Cc3nc4ccccc4n3C)CC2)cc1 as listed: GAA spleen mod = -16.6%; GAA glycogen = -5.6%; HttQ103 aggreg = -5.3%; GAA inhib = ?; Lamin A splicing = ?; CBFb RUNX1 block = 7.6%; HTT ATP protect = -2.4%

(next part)
SMILES | GAA spleen mod | GAA glycogen | HttQ103 aggreg | GAA inhib | Lamin A splicing | CBFb RUNX1 block | HTT ATP protect
O=C(O)COc1ccc(C(=O)c2cccs2)c(Cl)c1Cl | 0.2% | . | 9.7%&-2.0% | . | . | -13.7% | ?
O=C(NNC1=NCCC1)c1cccc(S(=O)(=O)N2CCOCC2)c1 | -1.9% | -2.8% | -14.3% | 0.1% | -12.0% | 5.7% | 10.5%[10 µM]
O=[N+]([O-])c1ccccc1N/N=C\c1ccccc1Cl | 2.8% | 5.5% | 20.2% | 3.3% | 0.1% | -9.8% | 17.8%[10 µM]
CCOC(=O)c1sc2nccc(N(C)C)c2c1N=CNOC | -6.4% | 6.6% | -1.2% | -9.2% | 11.3% | 13.2% | 16.0%[10 µM]
Nc1ccc(S(=O)(=O)c2ccc(N)cc2)cc1 | -7.7% | -0.9% | -1.7%&4.0% | -11.3%[15.4 µM] | ? | -6.3% | 19.7%
N/C(=N\OC(=O)CCCc1ccccc1)c1cccc([N+](=O)[O-])c1 | 2.5% | -5.4% | 12.0% | -1.9% | 8.6% | 1.9% | 21.9%[0.074 µM]
CCn1c(CCNC(=O)c2ccc(OC)c(OC)c2)nc2ccccc21 | -0.9% | 7.4% | -17.1% | 4.3% | -7.8% | -5.4% | 0.6%[10 µM]
COC(=O)c1ccc(COC(=O)CNC(=O)c2ccc(-c3ccccc3)cc2)cc1 | -7.9% | 8.6% | 10.9% | 3.1% | 11.6% | -3.3% | .
CCN1C(=O)c2n[nH]c(C(=O)OC)c2C1=O | 0.6% | 7.4% | -3.9% | -3.4% | 16.9% | 4.3% | -21.8%
O=C(CSc1nc2ccccc2[nH]1)N1CCN(C(=O)c2ccco2)CC1 | -9.5% | 9.7% | 8.2% | -1.6% | 5.9% | 10.1% | 16.1%[10 µM]
O=C(CSc1nnc2ccccn12)N1CCc2ccccc21 | -0.5% | 7.5% | -4.8% | -3.2% | 9.0%[46 µM] | 25.0% | -35.0%[inhibitor]
CCCCCCC(=O)Nc1nc(C)c(-c2csc(Nc3ccc(Cl)cc3)n2)s1 | 2.6% | -12.5% | -4.4% | -3.7% | 7.1% | -13.6% | -13.7%
Cc1cc(O)cc(O)c1C(=O)Cc1ccccc1 | 0.3% | 1.7% | -7.8% | -4.8% | ? | 7.3% | -4.9%[10 µM]
COc1cccc2cc(C(=O)C3=C(O)C(=O)N(CCN(C)C)C3c3ccc(Cl)cc3)oc12 (stereo not drawn) | -6.8% | -0.9% | -3.7%[9.22 µM] | . | . | 4.2% | 2.8%[10 µM]
C=C(C)c1cccc(C(C)(C)NC(=O)NCc2ccncc2)c1 | 0.7% | 1.6% | 27.4%[9.22 µM] | 19.2% | . | 2.7% | ?
Cc1cccc(OCC(=O)N/N=C\C=C\c2ccc3c(c2)OCO3)c1C | -11.4% | 2.5% | 8.2% | 2.1% | ? | 1.9% | -21.9%
S=C(NCCC1=CCCCC1)Nc1ccccc1 | -30.0% | -14.2% | -3.2% | 4.1% | ? | -7.5% | -40.7%[inhibitor]
O=C(CCn1c(=O)[nH]c2ccsc2c1=O)N1CC(=O)N(CCc2ccccc2)C(=O)C1 | -4.0% | 6.7% | 1.2% | -11.4% | 0.1% | 7.8% | -4.1%
Cn1c(/C=C(\C#N)C(N)=S)ccc1-c1ccc(Br)cc1 | 3.0% | 10.5% | 0.0% | -0.3% | 35.7%[46 µM] | -16.3% | ?
O=C(O)c1ccccc1C(=O)Nc1ccccn1 | -3.3% | -1.5% | 7.7% | 7.1% | 13.0% | 3.5% | -9.1%[0.074 µM]
COC(=O)N/N=C(\CCC(=O)O)c1cccs1 | 0.4% | 5.3% | 16.8%[9.22 µM] | . | . | 6.7% | 14.4%[10 µM]
CN(CCC#N)C(=O)COc1ccc(Br)cc1Cl | -1.5% | 9.5% | 19.4% | -1.0% | 8.3%[46 µM] | 6.9% | 7.6%[10 µM]
NC1=NN=C(N2N=C(c3ccc(Br)cc3)CC2(O)C(F)(F)F)n2ncnc2C1 (stereo not drawn) | 3.1% | 4.5% | -2.5% | ? | . | -20.7% | -18.0%
CNS(=O)(=O)c1cccc(C(=O)OCC(=O)c2cc3ccccc3o2)c1 | 2.3% | -14.2% | -15.2% | -18.2% | 2.2%[46 µM] | -4.1% | 0.6%
COC(=O)[C@@]1(Cc2ccc(F)cc2)[C@H]2c3cc(C(=O)N(C)C)n(CCc4ccc(O)c(O)c4)c3C[C@H]2CN1C(=O)c1ccccc1 | 7.2% | . | . | . | . | -11.8% | 11.5%
CCOC(=O)C1(Cc2cccc(OC)c2)CCN(C/C=C/c2ccccc2)CC1 | -19.0% | -9.0% | 3.3%[9.22 µM] | . | . | -1.3% | 17.7%[10 µM]
O=C(CC1NC(=O)NC1=O)Nc1cccc2ccccc12 (stereo not drawn) | 2.9% | -2.3% | 2.7% | -2.2% | 3.3% | 7.2% | -4.7%[0.074 µM]
CCCOc1ccc(C(=O)N2CCN(c3ccc(N)cc3Cl)CC2)cc1 | -1.3% | ? | -22.6% | -2.4% | -14.9% | -6.8% | -19.5%
CC(=O)Nc1ccc(C(=O)N/N=C/c2cc(Br)cc(Br)c2O)cc1 | 3.0% | 24.2% | -15.0%[9.22 µM] | 2.2% | -13.9%[46 µM] | -9.6% | 15.6%[10 µM]
C/C(=N\O)C(=O)NCc1ccccn1 | -4.7% | -25.8% | 11.4% | 0.6% | 0.0% | 8.6% | 15.9%[1.9 µM]
CCc1c(C(=O)NNC(=S)NCC2CCCO2)csc1C (stereo not drawn) | -3.3% | 0.3% | -3.1% | ? | 19.8% | -1.7% | .
S=C1SCN(Cc2ccccn2)CN1Cc1ccco1 | -0.1% | -9.8% | 18.8% | -3.5% | ? | -12.3% | -53.5%[0.074 µM]
CCCCN1C(=O)N(C)C2NC(=O)NC21 (stereo not drawn) | 2.7% | 10.3% | -3.7% | ? | 2.5% | -4.7% | -4.4%
CC/C(=N\NC(=O)C(N)=O)c1ccccc1O | 4.4% | -2.5% | 10µM* | -6.5% | -4.1% | -2.6% | .
Fc1ccc(CN2CCSCC2)cc1Br | -1.1% | -8.7% | -5.9%[9.22 µM] | -3.6% | 8.6% | 3.0% | -10.4%[0.074 µM]
COc1ccc2cc(CCl)c(Cl)nc2c1 | 10.6% | 6.8% | 1.2%[9.22 µM] | 3.0% | . | -1.6% | -32.2%
Cn1cccc1C(=O)NC(=O)COC(=O)c1cc(Cl)ccc1[N+](=O)[O-] | 0.7% | 5.8% | -4.1%[9.22 µM] | -20.8% | . | -19.5% | 2.3%[10 µM]
CC(=O)SCCC(=O)N1C(C)CCCC1C(=O)O (stereo not drawn) | 7.3% | -6.5% | 10.5% | -1.7% | -4.7% | 5.1% | 6.3%
Cc1ccc2c(c1)C(N1CCN(C)CC1)=Nc1cccnc1N2 | -1.3% | . | . | . | -15.4% | 2.7% | -4.0%[1.9 µM]
NNC(=O)CSc1ncc(-c2ccccc2)[nH]1 | 2.7% | -20.0% | 2.4% | 0.4% | . | 1.0% | -23.0%
Cc1ccc(S(=O)(=O)N2C(=O)C(C)SC2=Nc2ccccc2)cc1 (stereo not drawn) | 2.3% | 1.6% | 6.1% | -3.4% | 16.0% | 1.1% | 15.7%[10 µM]
CCOc1cc(-c2nc(C)c(C(C)=O)n2O)ccc1OCC(=O)Nc1ccccc1 | -7.1% | 4.2% | -4.3% | 2.0% | . | 0.2% | -17.8%
